BAZ2B block: qHTS Assay for Inhibitors of BAZ2B | Bromodomain adjacent to zinc finger domain protein 2B (Homo sapiens), Q9UIF8 | AlphaScreen BAZ2B-H3K14Ac peptide displacement | Potency, µM (doses to about 114 µM), without a hit: top-dose activity change, negative = inhibition, actives largely listed as inhibitors | hit rate 4.4% among 360,000; note: % is set by controls: 0 for no effect and ±100 for the full control effect; nearly all actives have a fitted effect of over 60% in size
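In this displacement format the biotinylated H3(5-23) peptide acetylated at Lys14 serves as ligand at 50 nM, with BAZ2B at 50 nM in PBS pH 7.4 containing 0.01% Tween-20. Donor and acceptor beads are 10 ug/mL final.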
G9a inh: qHTS Assay for Inhibitors of Histone Lysine Methyltransferase G9a; Histone-lysine N-methyltransferase EHMT2 (Homo sapiens), Q96KQ7; G9a H3K9 monomethylation, AlphaScreen, 2 h; Potency, µM (series often up to 102 µM), inactives show at the highest dose activity, negative = inhibition, usual class: inhibitors; hit rate 8.8% among 350,000; note: % is set by controls: 0 for no effect and ±100 for the full control effect; nearly all actives have a fitted effect of over 75% in size
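Compounds were preincubated with 20 nM G9a for 15 min, after which biotinylated H3K9 peptide (500 nM) and SAM (20 uM) started a 2 h room-temperature reaction. Monomethylated product was quantified by antibody-based AlphaScreen chemiluminescence.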
Pin1 inhibitor: qHTS Assay to Find Inhibitors of Pin1; Peptidyl-prolyl cis-trans isomerase NIMA-interacting 1 (Homo sapiens), Q13526; Pin1 FP peptide displacement, HiFluor488, 10 min; Potency, µM (titrated, usually from 115 µM), inactives show at the top dose activity, negative = inhibition, usual class: inhibitors; hit rate 0.009% among 390,000; AID 504891, 2011; active = well fitted inhibition curve with a large enough effect in the polarisation, with a control signal flat, not every such curve was filed as active; inconclusive = small, poorly fitted or top-dose-only effect, or effect the other way, or a change in a side signal; inactive = no such curve, though single readings can be large or run the other way; the % refers to the polarisation; note: % is set by controls: 0 for no effect and ±100 for the full control effect
GLS inhibitor: qHTS for Inhibitors of Glutaminase (GLS); Glutaminase kidney isoform, mitochondrial (Homo sapiens), O94925; GLS enzymatic activity, qHTS titration; Potency, µM (titrated, usually from 45.5 µM), for inactives: top-dose activity change, negative = inhibition, usual class: inhibitors; hit rate 0.21% among 410,000; AID 624170, 2012; note: % is set by controls: 0 for no effect and ±100 for the full control effect
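hKGA; 45 mM KH2PO4 pH 8.2 + 0.02% Tween-20; cpd via pin tool; 1 mM Gln soln; GluOx/HRP/Amplex Red; RT 30 min; fluor. t0 & final.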
POLI inh: qHTS for Inhibitors of Polymerase Iota; DNA polymerase iota (Homo sapiens), Q9UNA4; Pol iota fluorescent replication assay, 10 min; Potency, µM (titrated, usually from 115 µM), inactives show at the highest dose activity, negative = inhibition, hits mostly inhibitors; hit rate 1% among 390,000
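Fluorescent replication assay read twice, at 0 min and 10 min after adding 50 nM (final) substrate. Enzyme (10 nM) and compounds were first incubated 15 min at room temperature; enzyme-free buffer wells were negative controls.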
HP1b chromo inh: HTS for Inhibitors of HP1-beta Chromodomain Interactions with Methylated Histone Tails; hit rate 0.56% among 390,000; Chromobox protein homolog 1 (Homo sapiens), P83916; AlphaScreen HP1-beta / biotin-H3K9me3 peptide binding; AID 540317, 2011; Potency, µM (series often up to 114 µM), inactives show top-dose activity change, negative = inhibition, hits mostly inhibitors; note: nearly all actives have a fitted effect of over 70% in size; inactives centre near 23
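AlphaScreen: HP1-beta (50 nM) preformed 30 min with biotin-H3(1-18)K9me3 peptide (50 nM) in PBS pH 7.4, 0.01% Tween-20. Compound added for 30 min at RT, then streptavidin donor/nickel chelate acceptor beads (10 ug/mL) for 30 min.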
JMJD2A Tudor inh: qHTS Assay for Inhibitors of JMJD2A-Tudor Domain. AlphaScreen JMJD2A-Tudor / H3K4me3 peptide binding. Potency, µM (titrated, usually from 114 µM), for the others: at the top dose activity change, negative = inhibition, actives largely listed as inhibitors. hit rate 4.4% among 390,000; note: % is set by controls: 0 for no effect and ±100 for the full control effect; nearly all actives have a fitted effect of over 50% in size
Target sequence (O75164 whole entry, looked up, the tested form may be a part): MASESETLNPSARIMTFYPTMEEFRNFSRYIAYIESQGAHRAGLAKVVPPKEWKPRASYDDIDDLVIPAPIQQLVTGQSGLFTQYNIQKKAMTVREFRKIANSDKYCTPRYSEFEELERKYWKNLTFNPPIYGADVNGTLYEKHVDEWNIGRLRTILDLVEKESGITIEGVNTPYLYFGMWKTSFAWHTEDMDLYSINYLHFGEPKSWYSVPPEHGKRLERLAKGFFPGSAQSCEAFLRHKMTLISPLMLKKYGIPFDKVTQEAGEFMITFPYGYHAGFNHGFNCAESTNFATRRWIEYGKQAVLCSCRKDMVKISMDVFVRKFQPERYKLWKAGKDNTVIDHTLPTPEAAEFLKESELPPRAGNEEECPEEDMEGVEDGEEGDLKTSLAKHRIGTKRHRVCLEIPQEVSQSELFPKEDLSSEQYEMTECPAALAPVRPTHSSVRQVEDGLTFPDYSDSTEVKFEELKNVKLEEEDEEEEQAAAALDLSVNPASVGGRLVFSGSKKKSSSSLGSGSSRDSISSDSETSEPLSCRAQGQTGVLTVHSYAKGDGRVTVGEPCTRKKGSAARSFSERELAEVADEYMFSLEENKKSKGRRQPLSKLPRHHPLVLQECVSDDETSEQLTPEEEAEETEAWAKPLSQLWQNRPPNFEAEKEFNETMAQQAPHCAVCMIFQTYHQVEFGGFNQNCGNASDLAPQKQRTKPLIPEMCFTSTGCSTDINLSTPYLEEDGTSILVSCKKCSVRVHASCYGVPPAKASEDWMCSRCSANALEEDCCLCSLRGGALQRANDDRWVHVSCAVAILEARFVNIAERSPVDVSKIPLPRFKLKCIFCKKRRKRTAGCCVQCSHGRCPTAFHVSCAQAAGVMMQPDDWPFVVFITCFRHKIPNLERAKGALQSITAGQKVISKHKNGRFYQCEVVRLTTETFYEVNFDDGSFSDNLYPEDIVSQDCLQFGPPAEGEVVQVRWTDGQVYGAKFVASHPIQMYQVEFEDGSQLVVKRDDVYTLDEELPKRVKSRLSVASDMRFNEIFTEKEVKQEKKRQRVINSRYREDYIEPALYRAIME
PGK inhibitor: qHTS Assay to Find Inhibitors of Phosphoglycerate Kinase. Potency, µM (doses to about 57.5 µM), for the others: top-dose activity change, negative = inhibition, hits mostly inhibitors. PGK/GAPDH coupled, Kinase-Glo luminescence, 60 min. hit rate 0.043% among 380,000; note: % is set by controls: 0 for no effect and ±100 for the full control effect; nearly all actives have a fitted effect of over 60% in size
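Luminescent ATP detection (Kinase-Glo Plus) follows a 60-minute room-temperature incubation, with wells lacking PGK as controls. Buffer: 100 mM TEA (pH 7.6), 5 mM MgCl2, 0.01% Tween-20. Coupling enzyme GAPDH (100 nM final) supplies unstable 1,3-BPG in-well.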
BLM helicase inh: qHTS Assay for Inhibitors of Bloom's syndrome helicase (BLM). recombinant BLM DNA unwinding, fluorescence dequenching. Potency, µM (titrated, usually from 56.1 µM), without a hit: top-dose activity change, negative = inhibition, hits mostly inhibitors. hit rate 0.2% among 350,000;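 note: plate controls were vehicle for no effect and no enzyme for full effect; nearly all actives have a fitted effect of over 35% in size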
Active calls of the source: *; i = inactive; ? = inconclusive; nt = not tested or not shown; & = joins results of further samples; [ ] = remark or other dose. Unless noted, calls come from the whole dose curve; as a rule, active = well fitted curve in the direction sought with a large enough effect; inconclusive = small, poorly fitted or top-dose-only effect, or another doubt; inactive = no such curve, though single readings can be large; an effect the other way counts as inactive or inconclusive. Potency is the fitted concentration of half-maximal effect. An excerpt, so the mix of outcomes need not match the whole.

No.	SMILES	BAZ2B block	G9a inh	Pin1 inhibitor	GLS inhibitor	POLI inh	HP1b chromo inh	JMJD2A Tudor inh	PGK inhibitor	BLM helicase inh
1	CCN(CC)CCNC(=O)c1cn(CC)c2cc(N3CCN(C)CC3)c(F)cc2c1=O	-13%	-8%[12.7 µM]	-1%	8%	?	18%	-12%	-4%	100%[activator]
2	CCOc1ccccc1OCCCC(=O)Nc1ccc(S(=O)(=O)Nc2cc(C)nc(C)n2)cc1	nt	nt	0%	5%	11%	13%	7%	-6%	nt
3	Cc1c(CCC(=O)O)c(=O)oc2c(C)c3occ(-c4ccc(Br)cc4)c3cc12	56µM*	45µM*	12%	119%[activator]	143%[activator]	?	?	-14%	-25%
4	COC(=O)c1cc(C)nc2c1c(C)nn2-c1ccccc1	161%[activator]	3%[2.33 µM]	-2%	-1%	-15%	261%[activator]	186%[activator]	-5%	nt
5	CCOc1ccc(-c2nc3ccccc3c(=O)o2)cc1	-7%&4%	0%[59 µM]	9%&0%	-4%&-12%	73%&22%[activator]	22%&41%	-13%&-12%	1%&-1%	0%&-4%
6	O=C(Nc1nc2ccc([N+](=O)[O-])cc2s1)c1ccncc1	-36%	7%	6%	-6%	-23%	16%	-4%	-4%	1%
7	COc1ccc(CNC(=O)CS(=O)Cc2nc(-c3cccc(C)c3)oc2C)cc1 (configuration not stated)	-24%	-38%[59 µM]	2%	-1%	29%	17%	-14%	-10%	-2%
8	COc1ccc(-n2c(-c3cc(-c4ccccc4)sc3N)n[nH]c2=S)cc1	-17%	1%	-1%	-10%	-11%	36%	-15%	i	-7%
9	Cc1ccc(C2(C)NC(=O)N(CC(=O)Nc3ccccc3N3CCCC3)C2=O)cc1 (configuration not stated)	50µM*	40µM*	0%	30%	42%[activator]	-21%	?	6%	nt
10	Cc1ccc(S(=O)(=O)N(C)C)cc1NC(=S)Nc1ccc2[nH]c(=O)[nH]c2c1	nt	?	2%	18%	-4%	9%	-23%	-13%	-2%
11	CC1CC(C)CN(CCCNC(=O)C2CCN(c3nnc(-n4cccc4)s3)CC2)C1 (configuration not stated)	-9%	-4%	-5%	-6%	23%	16%	-19%	i	-4%
12	O=C(COC(=O)C1CC(=O)N(Cc2ccccc2)C1)Nc1ccc2c(c1)OCO2 (configuration not stated)	-4%	-12%	-8%	2%	32%[activator]	17%	-9%	-2%	1%
13	CN1CCN(c2ccc(C(=O)c3ccc(Br)cc3)cc2[N+](=O)[O-])CC1	40µM*	45µM*	-3%	-1%	54%[activator]	?	22µM*	-3%	-2%
14	O=C(O)c1cccc(S(=O)(=O)N(Cc2ccccc2)c2ccccc2Cl)c1	-23%	33%[0.501 µM]	-8%	12%	1%	25%	-10%	1%	-2%
15	Cc1nn(CC(=O)NCCc2ccccc2)c(=O)c2nn(-c3ccccc3)c(C)c12	-19%	-18%[59 µM]	?	-14%	?	-26%	-1%	-2%	-2%
16	Cc1c(Cl)cccc1NC(=O)CNC(=O)CCS(=O)(=O)c1ccc(F)cc1	-10%	-39%[12.7 µM]	7%	-1%	41%[activator]	32%	-16%	8%	nt

Ordered by count of non-hydrogen atoms (ascending): part of the list above.
No.	SMILES	BAZ2B block	G9a inh	Pin1 inhibitor	GLS inhibitor	POLI inh	HP1b chromo inh	JMJD2A Tudor inh	PGK inhibitor	BLM helicase inh
13	CN1CCN(c2ccc(C(=O)c3ccc(Br)cc3)cc2[N+](=O)[O-])CC1	40µM*	45µM*	-3%	-1%	54%[activator]	?	22µM*	-3%	-2%
8	COc1ccc(-n2c(-c3cc(-c4ccccc4)sc3N)n[nH]c2=S)cc1	-17%	1%	-1%	-10%	-11%	36%	-15%	i	-7%
16	Cc1c(Cl)cccc1NC(=O)CNC(=O)CCS(=O)(=O)c1ccc(F)cc1	-10%	-39%[12.7 µM]	7%	-1%	41%[activator]	32%	-16%	8%	nt
12	O=C(COC(=O)C1CC(=O)N(Cc2ccccc2)C1)Nc1ccc2c(c1)OCO2 (configuration not stated)	-4%	-12%	-8%	2%	32%[activator]	17%	-9%	-2%	1%
11	CC1CC(C)CN(CCCNC(=O)C2CCN(c3nnc(-n4cccc4)s3)CC2)C1 (configuration not stated)	-9%	-4%	-5%	-6%	23%	16%	-19%	i	-4%

Back to the main list, starting 2 compounds before the break.
No.	SMILES	BAZ2B block	G9a inh	Pin1 inhibitor	GLS inhibitor	POLI inh	HP1b chromo inh	JMJD2A Tudor inh	PGK inhibitor	BLM helicase inh
15	Cc1nn(CC(=O)NCCc2ccccc2)c(=O)c2nn(-c3ccccc3)c(C)c12	-19%	-18%[59 µM]	?	-14%	?	-26%	-1%	-2%	-2%
16	Cc1c(Cl)cccc1NC(=O)CNC(=O)CCS(=O)(=O)c1ccc(F)cc1	-10%	-39%[12.7 µM]	7%	-1%	41%[activator]	32%	-16%	8%	nt
17	O=C(CSc1nc(Cc2ccccc2)nc2ccccc12)Nc1ccc2c(c1)OCCO2	-2%	-8%	16%	-2%	-9%	13%	-1%	-5%	-5%
18	COc1ccccc1NC(=S)NCC1CCC(CNC(=S)Nc2ccccc2OC)CC1 (configuration not stated)	?	2%	-4%	1%	52%[activator]	34%	-14%	4%	-5%
19	Cc1ccccc1-n1c(=O)cc(N2CCN(Cc3ccccc3)CC2)[nH]c1=O	14%	56µM*	0%	6%	42%[activator]	8%	-13%	-1%	-1%
20	CC(=O)N1CCc2c(sc(NC(=O)C3CC3)c2-c2nc3ccccc3s2)C1	6%	?	?	15%	48%[activator]	43%[activator]	-18%	i	-10%
21	O=C(CCn1nc(-c2ccc(Cl)cc2)ccc1=O)N1CCOCC1	?	9%[0.501 µM]	0%	4%	-8%	39%	2%	-4%	-1%
22	COc1ccc(N2CCN(C(=O)c3cn(C4CCCCC4)c(=O)c4c3c3ccccc3n4C)CC2)cc1	7.1µM*	10µM*	28%	14%	-3%	?	?	-1%	-12%
23	Cc1ccc(N=c2c([N+](=O)[O-])nn(-c3ccc4c(c3)OCCO4)n2O)cc1F	-31%	?	0%	3%	30%	27%	-18%	i	-2%
24	Cc1cc(Oc2ccc(Br)cc2)nc(SCC(=O)c2ccccc2)n1	12%	38%[59 µM]	2%	0%	0%	93%[activator]	-3%[57.1 µM]	-4%	2%
25	COc1cccc(NC(=O)CN(C)C(=O)c2cccc(S(=O)(=O)N3CCN(c4ccc(F)cc4)CC3)c2)c1	-27%	12%[0.501 µM]	7%	-3%	-8%	1%	-27%	i	nt
26	CCn1c(O)c(N=NC(=O)c2cccnc2)c2cc(Br)ccc21	-5%	nt	2%	-1%	55%[activator]	?	-27%	-4%	-5%
27	O=C(NCc1cccnc1)c1cccnc1Sc1ccc(Cl)cc1	5%	18%[12.7 µM]	-4%	6%	1%	25%	-10%	-5%	0%
28	O=C(Nc1nccs1)c1ccc([N+](=O)[O-])cc1	-5%	nt	-3%	12%	51%[activator]	31%	5%	-3%	-9%
29	CCN(Cc1ccncc1)C(=O)CSc1ccc2ccccc2c1	-3%	6%	-11%	-11%	4%	71%[activator]	-12%	-2%	0%
30	COc1cc(NC(=O)c2ccccc2)cc(OC)c1	2%	13%[59 µM]	0%	-26%	5%	65%[activator]	-29%	-21%	0%
31	Cc1cc(C)nc(N2CCN(C(=O)CCC(=O)Nc3nnc(C(C)C)s3)CC2)n1	-5%	-5%	-6%	6%	32%[activator]	6%	-8%	-6%	-2%
32	O=C(NC1CCN(Cc2ccccc2)C1)c1cc(COc2ccc(F)cc2F)on1 (configuration not stated)	-16%	nt	6%	-2%	8%	23%	-12%	-4%	3%
33	COc1ccc(N2CCN(C(=O)c3ccc(NS(=O)(=O)c4ccc(F)c(F)c4)cc3)CC2)cc1	50µM*	56µM*	3%	19%	11%	3%	89µM*	0%	-8%
34	O=C(Cn1nc(-c2ccccc2F)ccc1=O)NCc1ccc2c(c1)OCO2	4%	-28%[59 µM]	-5%	6%	37%[activator]	37%[activator]	-3%	-6%	-3%
35	N#C/C(=C\C=C\c1ccccc1[N+](=O)[O-])C(=O)NC1CCCCC1	?	?	-4%	-5%	68%[activator]	25%	?	i	-7%
36	CC(C)(C)OC(=O)[C@H](Cc1ccccc1)NC(=O)c1nc[nH]c1C(=O)N[C@@H](Cc1ccccc1)C(=O)OC(C)(C)C	-20%	-9%[59 µM]	?	1%	-1%	15%	-34%	5%	-19%
37	COc1ccc2c(C)cc3n[nH]c(=S)n3c2c1	?	1µM*	2%	?	15%	?	0.71µM*	i	1%
38	COc1ccc(NC(=O)C(=O)NCCC2=CCCCC2)c(OC)c1	7%	-10%[59 µM]	-1%	-7%	-14%	47%[activator]	11%[57.1 µM]	i	-5%
39	Cc1cc(C)n(CC(=O)N2c3ccccc3Sc3ccc(C(F)(F)F)cc32)n1	-4%	4%	-3%	1%	14%	36%[activator]	-12%	11%	-6%
40	Cn1cccc1/C=N/NC(=O)c1ccc(OC(F)(F)C(F)F)cc1	?	-34%[59 µM]	-4%	14%	20%	-9%	-24%	i	-6%
41	Cc1cccc(C)c1NC(=O)COC(=O)/C=C/c1ccc(S(=O)(=O)N2CCOCC2)cc1	nt	nt	4%	-1%	-3%	30%	-13%	-4%	nt

Screening data deposited in PubChem by National Center for Advancing Translational Sciences (NCATS).
